Bioassay records as filed in PubChem.
PV pol inh: poliovirus RdRp elongation inhibitors, primary screen, biochemical, fluorescence polarization, total intensity. % elongation, % (compound at 16.7 µg/mL). 150,000 compounds, 0.66% hits. poliovirus polymerase elongation; stronger effect = lower value. AID 588519, 2011; in the data active = % elongation below about 90%; note: some results filed as inactive read as strong as hits
Target sequence (P03300 1749-2209 limits assumed): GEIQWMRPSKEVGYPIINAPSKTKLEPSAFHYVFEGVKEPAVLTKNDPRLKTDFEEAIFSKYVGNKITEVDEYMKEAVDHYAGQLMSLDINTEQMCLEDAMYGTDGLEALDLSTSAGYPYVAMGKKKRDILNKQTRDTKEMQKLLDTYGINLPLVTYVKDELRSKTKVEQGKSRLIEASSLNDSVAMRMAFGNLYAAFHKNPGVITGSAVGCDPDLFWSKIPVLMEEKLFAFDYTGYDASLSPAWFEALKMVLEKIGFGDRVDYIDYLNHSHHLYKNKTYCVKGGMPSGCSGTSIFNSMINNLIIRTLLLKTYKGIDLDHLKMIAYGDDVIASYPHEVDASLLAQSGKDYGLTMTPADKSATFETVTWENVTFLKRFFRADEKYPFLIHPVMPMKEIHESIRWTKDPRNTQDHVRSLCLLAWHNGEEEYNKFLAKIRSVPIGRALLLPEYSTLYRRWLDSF
PV pol inh FP z-score: second read-out of PV pol inh, no call of its own (marks repeat the call); z-score; measured here: FP z-score; hits read low
* = called active by the depositor. An excerpt; rates above refer to the full screens.

Start of the listing, in advance, five compounds:
molecule,PV pol inh FP z-score,PV pol inh
Cc1[nH]c2ccccc2c1C=Nc1ccc(N=Cc2c(C)[nH]c3ccccc23)cc1,1.3,118
COc1cc(C(=O)Nc2nonc2-c2ccc(C)c(C)c2)cc(OC)c1OC,0.2,108
COc1ccccc1NC(=O)CSC1=Nc2ccccc2C2=NC(CCC(=O)NCCc3ccccc3)C(=O)N12 (stereo unspecified),0.1,107
Nc1c(C(=O)NCc2ccco2)nnn1-c1ccc(Cl)cc1,-0.5,100
CCC1(C)CC(CCN2C(=O)c3ccccc3C2=O)(c2ccc(C)cc2)CCO1 (stereo unspecified),-0.2,100

Main list, previewed entries included:
molecule,PV pol inh FP z-score,PV pol inh
Cc1[nH]c2ccccc2c1C=Nc1ccc(N=Cc2c(C)[nH]c3ccccc23)cc1,1.3,118
COc1cc(C(=O)Nc2nonc2-c2ccc(C)c(C)c2)cc(OC)c1OC,0.2,108
COc1ccccc1NC(=O)CSC1=Nc2ccccc2C2=NC(CCC(=O)NCCc3ccccc3)C(=O)N12 (stereo unspecified),0.1,107
Nc1c(C(=O)NCc2ccco2)nnn1-c1ccc(Cl)cc1,-0.5,100
CCC1(C)CC(CCN2C(=O)c3ccccc3C2=O)(c2ccc(C)cc2)CCO1 (stereo unspecified),-0.2,100
O=C(NCC1CC1)c1ccccc1NS(=O)(=O)c1ccc(F)cc1F,-0.3,104
C=C(C)CN(CC)Cc1cc(OC)cc(OC)c1,-0.2,100
Fc1cccc(F)c1C=Nc1ccc(-c2nc3ccccc3[nH]2)cc1,-0.2,101
CCOC(=O)c1[nH]c(C)c(CCC(=O)NCc2ccc(N(C)C)cc2)c1C,0.7,110
CCCn1c(C(=O)c2ccc(OC)cc2)nc2ccccc21,-0.5,101
CCCN(CCC)CCCNC(=O)c1cnn(-c2ccc(F)cc2)c1-n1cccc1,0,108
CS(=O)(=O)N1CCC(c2noc(-c3ccc(C(F)(F)F)cc3)n2)CC1,-0.4,101
CC(C)C(=O)c1c(O)c2ccccc2oc1=O,-1,100
Cc1ccc(NC(=O)Cn2c(=O)n(CCC(=O)NCc3ccccc3Cl)c(=O)c3ccccc32)cc1,1.1,110
CCCC(=O)N1CCN(c2ccc(NC(=S)NC(C)=O)cc2Cl)CC1,0.9,104

Ordered by heavy-atom count (low to high): part of the list above.
molecule,PV pol inh FP z-score,PV pol inh
CCCn1c(C(=O)c2ccc(OC)cc2)nc2ccccc21,-0.5,101
O=C(NCC1CC1)c1ccccc1NS(=O)(=O)c1ccc(F)cc1F,-0.3,104
CCOC(=O)c1[nH]c(C)c(CCC(=O)NCc2ccc(N(C)C)cc2)c1C,0.7,110

Continuation:
molecule,PV pol inh FP z-score,PV pol inh
CCCCN(C)C(=O)c1cn(CC)c2nc(C)ccc2c1=O,-0.7,100
O=C(c1ccc(Cl)cc1)N1CCC(c2nc3ccccc3o2)CC1,0.4,108
O=C(NCCc1csc(-c2ccc(F)cc2)n1)c1c(F)cccc1Cl,-1.7,100
Cc1ccc(N(C)S(=O)(=O)c2c(-c3ccccc3)csc2C(=O)O)cc1,-0.7,103
C=CCN1CCN(Cc2nnnn2Cc2ccc(OC)cc2)CC1,0.2,103
C/C(=N/O)c1ccc2c(c1)OCCO2,-0.2,101
CCOC(=O)Cn1c(=N)n(Cc2ccc(Cl)c(Cl)c2)c2ccccc21,0.1,102
N#CCSc1ccc2nnc(CCNS(=O)(=O)c3ccccc3)n2n1,-0.2,101
CCN(CC)c1ccc(/C=N/NC(=O)c2ccccc2)cc1,-0.1,100
CC1CCN(S(=O)(=O)c2ccc3c(ccc(=O)n3CC(=O)NCc3ccccc3Cl)c2)CC1,-0.3,106
O=C(Cn1c(=O)n(CC(=O)NC2CCCC2)c(=O)c2ccccc21)Nc1ccc(Br)cc1,-0.4,100
CCOC(=O)N1c2ccccc2C=CC1OCC (stereo unspecified),0,103
Cn1c(=O)n(C)c2cc(/C=N/NC(=O)Nc3ccccc3)ccc21,-0.3,99
Cc1ccc2c(c1)C1CN(C)CCC1N2C(=O)Nc1cccc(C(F)(F)F)c1 (stereo unspecified),0.5,105
O=S(=O)(CC(CN1CCCCC1)N1CCCCC1)c1ccccc1 (stereo unspecified),0.2,105

The list continues:
molecule,PV pol inh FP z-score,PV pol inh
Cn1c(C(F)(F)F)nn(CN2CC=C(c3ccccc3)CC2)c1=S,0,103
Cc1cccn2c(=O)c(/C=N/O)c(Nc3ccc(Cl)cc3)nc12,-0.3,100
Cc1ccc(Cn2nnc3c(=O)n(Cc4cccc(C)c4)cnc32)cc1,-0.9,97
NC(=O)CSc1ncccc1C(=O)O,-1.1,95
O=C1CCCC2=C1C(c1ccncc1)Nc1ccccc1N2 (stereo unspecified),-0.4,99
Cc1ccc(C)c(N2CCN(CCCNC(=O)c3cnn(-c4ccccc4Cl)c3C3CCN(C(=O)OC(C)(C)C)CC3)CC2)c1,0.5,111
Clc1ccccc1Cn1c(CSC2=NCCN2)nc2ccccc21,0,100
O=C1CC(NNc2ccccc2)C(=O)N1 (stereo unspecified),-1,99
Cc1c(C(=O)Nc2ccccc2Cl)oc2c1C(O)CC(C)(C)C2 (stereo unspecified),0.8,104
N#CC(C#N)=C1CCc2ccccc21,0.2,103
COc1ccccc1NC(=O)CSc1ncc2c(n1)-c1cc(Cl)ccc1N(Cc1ccccc1)S2(=O)=O,0.3,110
O=C(CCCn1c(=O)c2cccn2c2ccccc21)Nc1cccc(Cl)c1,-0.6,103
COC(CNC(=O)C1CCN(S(=O)(=O)c2cccc3nsnc23)CC1)OC,0.7,104
CNC(=O)c1ccc(Nc2nnc(-c3ccc(C)c(S(=O)(=O)N4CCOCC4)c3)c3ccccc23)cc1,0.1,105
O=C(c1ccc(S(=O)(=O)N2CCOCC2)o1)N1CCOCC1,0.1,102

(more compounds)
molecule,PV pol inh FP z-score,PV pol inh
CCOC(=O)c1ccc(NC(=O)C(C)Sc2nc(=O)cc(N)n2CCc2ccccc2)cc1 (stereo unspecified),0,105
Cn1c(O)c(N=NC(=O)CNC(=O)c2ccccc2)c2ccccc21,-0.1,101
O=C(CSC1=NC(=O)C(c2ccccc2)C(=O)N1)NC1CCCCC1 (stereo unspecified),0.6,104
NC(=O)c1ccccc1Sc1ccccc1C(N)=O,-0.1,101
O=C(CC1(O)C(=O)Nc2ccccc21)c1ccccc1O (stereo unspecified),1.2,106
Cc1ccc2c(=O)cc(C(=O)Nc3c(C(=O)c4ccc(F)cc4)oc4ccccc34)oc2c1C,-1.1,101
Cc1ccc(NC(=O)C2CCN(S(=O)(=O)c3ccc4c(c3)CCCC(=O)N4)CC2)c(Br)c1,0,105
CC1CCCCN1C(=O)COc1ncnc2sccc12 (stereo unspecified),-0.6,99
Cc1c(NC(=O)C(C)(C)Oc2ccc(Cl)cc2)cccc1-c1nc2ccccc2o1,0.5,106
Cc1ccn2c(=O)c(NC(=O)c3ccccc3)cnc2c1,-0.6,100
O=c1ccn(-c2ccc(F)cc2)nc1-c1ccn[nH]1,1,108
CC1CCN(C(c2cccs2)c2nnnn2Cc2ccccc2)CC1 (stereo unspecified),-0.6,101
c1cncc(CSc2ccc3nnc(-c4cccnc4)n3n2)c1,0.8,104
COc1ccc(/C=C/C(=O)N2CCCCC2)cc1OC,0.3,103
CN(C)/C=N/c1nc2ccccc2s1,0.4,104

Continued:
molecule,PV pol inh FP z-score,PV pol inh
CCN(CC)c1ccc2cc(-c3ncc(-c4ccc(F)cc4)o3)c(=O)oc2c1,-5.3,45
O=C(N[C@@H](Cc1ccccc1)C(=O)OCc1ccccc1)c1ccco1,-2.1*,80*
COc1ccc(/C=C(\NC(=O)c2ccccc2)C(=O)Nc2ccc(F)cc2)cc1OC,-0.4,101
CCOc1ccc(NC(=O)c2c(NCc3cccnc3)sc3c2CCCC3)cc1,0.9,111
COC(=O)c1nc2n(n1)C(c1cc(OC)c(OC)c(OC)c1)C=C(c1cccc(OC)c1)N2 (stereo unspecified),1.1,103
O=c1[nH]cnc2scc(-c3cccs3)c12,0.1,102
CC(C)(C)S(=O)(=O)c1ccc(C(=O)O)s1,0.8,104
N#CC1=C(N)Oc2c(c(=O)oc3ccccc23)C12C(=O)Nc1ccccc12 (stereo unspecified),0.4,102
CCOc1ccc(NC(=O)c2cnn(-c3ccc(C)c(C)c3)c2C2CCN(C(=O)OC(C)(C)C)CC2)cc1,0.4,107
COC(=O)c1c(NC(=O)c2cc3nc(-c4ccc(Br)cc4)cc(C(F)(F)F)n3n2)sc2c1CCCC2,-0.7,102
Cc1cccc(Cn2c(=O)n(Cc3ccc(C(=O)NC4CCN(Cc5ccccc5)CC4)cc3)c(=O)c3ccccc32)c1,-1.2,102
COCCn1c(SCC(=O)C(F)(F)F)nnc1-c1ccncc1,0.1,103
CCc1cc2c(SCC(N)=O)ncnc2s1,0.4,101
Cn1nc(-c2ccc(C(=O)Nc3ccc(Cl)cc3)s2)cc1C(F)(F)F,-0.4,103
COc1ccc(C(=O)OCc2ccccc2F)c(OC)c1OC,0.3,106

Going on with the list:
molecule,PV pol inh FP z-score,PV pol inh
O=C(CSc1ccc(Cl)cc1)N=C1NC(=O)CS1,1.5,103
CC(C)NC(=O)c1ccc(NC(=O)N2CCCCc3ccccc32)cc1,-0.2,103
COc1ccc(CNn2c(C)n[nH]c2=S)cc1,0.9,104
CCOc1ccc(CNc2ccc(CNc3ncn[nH]3)cc2)cc1,-0.2,100
CCOc1ccc2ncc(C(=O)c3ccc(OC)cc3)c(N3CCN(C)CC3)c2c1,1,105
NC(=O)C1CCN(C(=O)c2ccc(C(F)(F)F)cc2)CC1,0.2,102
c1ccc(C(CN2CCOCC2)c2ccccc2)cc1,0.4,101
OCCOc1ccccc1O,-0.7,99
CC(C)C1CCC(C)C(C(O)c2ccc(-c3ccccc3)cc2)C1=O (stereo unspecified),0.5,104
N/C(CSc1cccs1)=N\OC(=O)Nc1ccccc1,1.3,106
COc1ccc(CNC(=O)C(C(C)C)N2Cc3ccccc3C2=O)cc1 (stereo unspecified),0.2,108
Cc1nc2sc(C(c3ccccc3Cl)N(C)Cc3ccccc3)c(O)n2n1 (stereo unspecified),-0.2,101
CCn1cc(C(=O)N2CCN(c3cc(C)ccc3C)CC2)c(=O)c2cc(S(=O)(=O)N3CCOCC3)ccc21,-0.7,101
Cc1cc(C)c2c(=O)[nH]c(SCc3ccccc3C)nc2n1,0,101
Cc1cccc(NC(=O)Cn2cc(S(=O)(=O)c3ccc(F)cc3)c(=O)c3cc4c(cc32)OCO4)c1,-0.2,106

Additional compounds:
molecule,PV pol inh FP z-score,PV pol inh
CC(Sc1nc2ccccc2s1)C(=O)N1CCOCC1 (stereo unspecified),-0.7,100
CN1CCC(OC(=O)c2ccc3c(c2)OCCO3)CC1,-0.2,103
O=C(NCc1ccc(-c2cccs2)s1)c1c(Cl)cccc1Cl,0.6,107
CCOC(=O)C1=C(C)NC(=O)NC1c1cn(-c2ccccc2)nc1-c1ccc(OCC)cc1 (stereo unspecified),0.2,106
O=C1CC(=O)c2ccc3c4c(ccc1c24)C(=O)CC3=O,-2,90
CCc1cccc(-n2nnc(-c3nsc(NC(=O)c4cccc(OC)c4)n3)c2C)c1,0.1,107
COc1ccc(S(=O)(=O)NCCc2csc3nc(-c4ccc(OC)c(OC)c4)nn23)cc1C,0.2,108
Cc1ccc(-c2nnc(N3CCCCC3)c3ccccc23)cc1C,0.5,104
COc1ccc(CC(=O)Nc2nc3c(s2)CC(C(C)(C)C)CC3)cc1 (stereo unspecified),-0.2,107
Cc1noc(-c2ccc(N3CCCCC3)c([N+](=O)[O-])c2)n1,1.1,113
COc1ccc(CCn2c(-c3ccco3)nc3ccccc3c2=O)cc1OC,0.3,103
N#Cc1ccccc1CSc1nc2ccccc2s1,0,103
Cn1c(=O)c2sccc2n2c(CCC(=O)NCc3ccc(F)cc3)nnc12,0.3,106
O=C(O)c1nn(-c2ccc(Cl)cc2Cl)c(=O)cc1O,0.3,102
CCc1ccc(C(=O)CN2C(=O)CN(C)C2=O)cc1,0.4,107

The listing continues.
molecule,PV pol inh FP z-score,PV pol inh
Cc1cc2c(cc1S(=O)(=O)NC1CCCCCCC1)OCC(=O)N2,-0.1,102
CCc1nc2ccccc2c(C(=O)OCC(=O)Nc2ccc(S(=O)(=O)N3CCOCC3)cc2)c1C,0.3,105
CCOC(=O)c1c(C)[nH]c(C)c1S(=O)(=O)N1CCC(C(=O)N2CCN(c3cccc(C)c3)C(C)C2)CC1 (stereo unspecified),-0.1,105
Cc1ccc(N2CCN(C(=O)c3c(C)oc4ncn(CC(C)C)c(=O)c34)CC2)c(C)c1,1,114
COc1ccc(C2=NN3C(=O)c4c(ccc(OC)c4OC)C3C2)cc1 (stereo unspecified),0.4,101
NCc1cc(C2CC2)n[nH]1,-0.1,102
CCc1c(C)nc2nncn2c1Nc1ccc(Cl)cc1,0.5,110
COc1ccc2oc(=O)c(C(=O)N3CCCCC3)cc2c1,-1.2,95
Nc1ccc2nc(SCCOc3ccccc3)sc2c1,0.2,103

Structures shown so far containing bromine, in the order listed:
molecule,PV pol inh FP z-score,PV pol inh
O=C(Cn1c(=O)n(CC(=O)NC2CCCC2)c(=O)c2ccccc21)Nc1ccc(Br)cc1,-0.4,100
Cc1ccc(NC(=O)C2CCN(S(=O)(=O)c3ccc4c(c3)CCCC(=O)N4)CC2)c(Br)c1,0,105
COC(=O)c1c(NC(=O)c2cc3nc(-c4ccc(Br)cc4)cc(C(F)(F)F)n3n2)sc2c1CCCC2,-0.7,102
